Screening data deposited in PubChem by several laboratories.
PDI turbidity: inhibitors of human PDI, primary screen, biochemical, turbidity, single point, plate reader; PDI insulin aggregation turbidity, A650, 90 min; inhibition, % at 10 µM; hit rate 0.052% among 350,000;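 active = mean inhibition across replicates of 30% or more, whatever share of single replicates reach that level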;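 note: absorbance from insulin aggregation driven by PDI reduction with DTT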
Target sequence (P07237 whole entry, looked up): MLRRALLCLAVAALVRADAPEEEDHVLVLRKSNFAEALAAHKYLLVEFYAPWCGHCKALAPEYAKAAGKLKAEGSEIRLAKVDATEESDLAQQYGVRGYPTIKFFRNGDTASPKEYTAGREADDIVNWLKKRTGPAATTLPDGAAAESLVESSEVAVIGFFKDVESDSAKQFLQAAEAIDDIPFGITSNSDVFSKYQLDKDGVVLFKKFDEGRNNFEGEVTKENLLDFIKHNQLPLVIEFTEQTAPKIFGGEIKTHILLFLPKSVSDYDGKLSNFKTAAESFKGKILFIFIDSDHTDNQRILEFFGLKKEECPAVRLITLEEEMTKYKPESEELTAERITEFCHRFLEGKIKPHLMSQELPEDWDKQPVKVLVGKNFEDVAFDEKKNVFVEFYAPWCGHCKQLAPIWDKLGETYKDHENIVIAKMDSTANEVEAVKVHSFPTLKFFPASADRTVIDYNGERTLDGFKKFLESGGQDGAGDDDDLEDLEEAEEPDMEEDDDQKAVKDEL
HIF-2a block: HIF-2a reporter inhibitors, primary screen, luminescence, 786-0 RCC cells; 786-0 RCC cells HIF-2a reporter, luciferase luminescence, overnight; inhibition, % at 18.8 µM; hit rate 0.72% among 360,000;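 active = inhibition of the luminescence signal of 40% or more relative to plate controls, in a single-dose primary screen at 18.75 µM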
MITF TRPM1 inh: inhibitors of MITF-dependent TRPM1 promoter reporter, primary screen, cell-based, SK-MEL-5, single point, luciferase. SK-MEL-5 TRPM1 promoter luciferase, 24 h. inhibition, % at 12.5 µM. hit rate 0.83% among 330,000;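 active = mean inhibition across replicates of 60% or more, whatever share of single replicates reaches that level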; note: values of inactives mirror those of a sister screen read the other way
NR2E3 ag-1: inhibitors of NR2E3-RetCOR corepressor binding, primary screen, NR2E3 agonist project, biochemical, TR-FRET, GST-NR2E3, biotin-RetCOR; Photoreceptor-specific nuclear receptor (Homo sapiens), Q9Y5X4; 1536-well; inhibition of corepressor binding, % at 4.78 µM; hit rate 0.12% among 320,000; AID 2300, 2010;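 active = percent inhibition above the cutoff of mean plus 3 SD of all tested compounds, set per screening campaign, cut at about 20% in these data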;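 note: 0% = DMSO wells and 100% = biotin wells as full block of FRET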
Target sequence (Q9Y5X4 whole entry, looked up): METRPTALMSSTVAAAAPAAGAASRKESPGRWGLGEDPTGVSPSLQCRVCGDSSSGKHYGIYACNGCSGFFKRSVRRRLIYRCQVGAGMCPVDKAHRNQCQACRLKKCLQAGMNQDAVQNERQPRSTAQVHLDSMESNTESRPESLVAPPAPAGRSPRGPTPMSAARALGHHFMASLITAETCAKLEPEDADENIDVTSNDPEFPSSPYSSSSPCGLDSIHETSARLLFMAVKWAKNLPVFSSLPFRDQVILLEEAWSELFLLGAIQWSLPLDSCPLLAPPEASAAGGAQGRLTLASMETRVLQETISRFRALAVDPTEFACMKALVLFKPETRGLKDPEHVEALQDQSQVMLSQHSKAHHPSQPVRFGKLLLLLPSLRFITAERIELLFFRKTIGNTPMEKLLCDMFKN
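Material: NR2E3–RetCOR corepressor complex / Amount: 1.35 nM GST-NR2E3 / Medium: Tris pH 7.5 / Compound: single nominal compound dose of 4.8 µM / Incubation: 5 h at 4 °C / Technique: TR-FRET, Eu(K)-anti-GST donor, streptavidin-D2 acceptor, ex 340, em 617/671 nm / Read-out basis: percent loss of FRET ratio relative to control wells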
CaV13 ICDI inh: Primary screen for inhibitors of IQ motif and Ca2+-dependent inactivation inhibitor domain binding in CACNA1D, Förster resonance energy transfer in living cells, …. inhibition, % at 12.3 µM. hit rate 0.098% among 340,000. HEK cells, CFP/YFP FRET ICDI-IQ, plate reader, 10 min; percent FRET-ratio fall versus neutral wells;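 active = mean replicate inhibition of at least 30% and at least 1% of replicates passing that level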;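 note: 0% = median of the neutral control wells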
iPSC survival up: enhancers of single-cell hiPSC survival, primary screen, ATPlite luminescence | 100% = ROCK inhibitor wells, 0% = DMSO | survival enhancement, % at 20 µM | hit rate 0.044% among 360,000; in the data active = survival enhancement above about 18%;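 note: cells exposed to compounds for 16 hours before the ATP read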
NR2E3 ag-2: NR2E3 agonists in two-hybrid cells, primary screen, cell-based, luminescence, CHO-S, Gal4-NCOR/VP16-NR2E3. Photoreceptor-specific nuclear receptor (Homo sapiens), Q9Y5X4. luciferase. inhibition of corepressor binding, % at 3.98 µM. hit rate 0.35% among 360,000. AID 602229, 2012;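 active = inhibition above the mean of all tested compounds plus 3 SD, cut at about 70% in these data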;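 note: 0% = DMSO with NR2E3 transfected cells and 100% = cells lacking NR2E3 construct; higher means lower luciferase signal from less NR2E3 corepressor binding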
m5-HT2A agonist: mouse Htr2a agonists via beta-arrestin recruitment, primary screen, cell-based, luminescence | 5-hydroxytryptamine receptor 2A (Mus musculus), P35363 | CHO-K1 mHTR2A beta-arrestin complementation; percent of 30 µM serotonin response | activation, % at 7.6 µM | hit rate 0.66% among 360,000;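 active = activation above a run cutoff, the mean activation of all tested compounds plus 3 SD, cut at about 14% in these data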;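 note: 0% = plate median of compound wells and 100% = 30 µM serotonin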
Peg3 prom inh: Peg3 promoter-driven luciferase inhibitors, primary screen, cell-based, HeLa, luciferase luminescence; AID 588405, 2011; HeLa PEG-Prom luciferase reporter, overnight; hit rate 1.7% among 360,000; inhibition, % at 20 µM;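 active = inhibition of at least 50% at 20 µM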
H9c2 protect: cardioprotection against H2O2-induced cell death, primary screen, uHTS, H9c2 cells, ATPLite luminescence. protection from H2O2 cell death, % at 20 µM. H9c2 cardiomyocytes, H2O2 injury protection, 2 h. hit rate 0.63% among 360,000;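 active = compounds giving at least 50% protection of heart cells from peroxide-induced death in the single-dose screen, raw or plate-pattern-corrected value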;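 note: 0% = DMSO wells with peroxide and 100% = DMSO wells without peroxide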
Shn3 3UTR inh: reduction of Shn3 3'UTR firefly luciferase signal, primary screen, Schnurri-3 inhibitor project, cell-based, Clone20 osteoblasts, set 2. Clone20 osteoblast Shn3 3'UTR firefly luciferase, 24 h. inhibition, % at 12.5 µM. hit rate 0.52% among 360,000. AID 588674, 2011;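 active = mean inhibition of at least 75% with every replicate also reaching 75%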;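 note: 0% = median of neutral control wells and 100% = pilot-screen positive control compound; some compounds past the cut are filed as inactive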
Starred values were filed as active, the others as inactive; x = no result given; & = joins results of further samples.

SMILES	PDI turbidity	HIF-2a block	MITF TRPM1 inh	NR2E3 ag-1	CaV13 ICDI inh	iPSC survival up	NR2E3 ag-2	m5-HT2A agonist	Peg3 prom inh	H9c2 protect	Shn3 3UTR inh
O=C(O)CC1(Cc2nc(-c3cccs3)no2)CCCC1	18.4	10.8	-1.5	2.5	-5.5	-0.1	-9.2	7.0	9.0	0.9	8.2
O=C(CCCn1c(SCC(=O)c2ccc(F)cc2)nc2ccccc2c1=O)NCc1ccco1	-1.6	9.3	13.7	4.6	-3.7	-1.5	-13.4	-3.6	6.4	6.4	34.8
Cc1nn(CC(=O)N2CCC(N3CCCCC3)CC2)c(=O)c2c1sc1ccccc12	-1.9	11.5	0.2	-0.2	-2.6	-0.2	-5.8	-0.9	0.6	7.8	1.0
O=C(O)c1cccc(-c2csc(C(O)c3ccccc3)n2)c1 (stereo not given)	-1.6	-52.7	x	x	-6.2	2.6	-150.9	10.1	-121.7	0.2	-52.0
Cc1ccc(S(=O)(=O)NCC(=O)OCCOc2ccc(Br)cc2)cc1	-3.3	-8.5	-2.1	x	-2.6	-0.4	4.2	3.4	-3.4	-9.7	-7.2
CCN1C(=O)[C@@H]2[C@@H](c3ccc(-c4ccc(F)cc4)cc3)N3CCC[C@@]3(C(=O)OC)[C@@H]2C1=O	1.1	6.9	-16.4	3.1	-10.5	-1.5	-30.2	-0.6	-6.1	-0.1	-0.1
O=C(O)COCC(=O)Nc1ccc(OCCc2ccccc2)cc1	-0.3	12.5	-14.9	-2.4	-2.7	0.0	-15.1	1.3	-0.4	12.7	-2.1
CC(NC(=O)C1CCN(S(=O)(=O)c2cnc[nH]2)CC1)c1ccccc1 (stereo not given)	2.6	13.1	-4.2	-2.0	-10.1	1.9	-4.6	3.5	-1.4	9.9	-8.6
COC(=O)c1cc(C(=O)OCC(=O)NCc2cccs2)cc([N+](=O)[O-])c1	0.6	11.2	5.2	-0.9	-6.5	6.2	-10.2	-0.5	9.5	2.1	6.9
CCCc1ncc(C(O)c2cccc3ccccc23)n1C (stereo not given)	7.8	12.3	1.3	1.8	-2.0	-0.6	-16.6	-2.3	-2.3	5.7	9.8
O=C(CSc1nnc(CNC(=O)c2ccccc2)o1)Nc1ccc2c(c1)OCO2	-3.9	6.4	3.4	4.0	-5.4	1.4	-16.4	6.0	11.1	7.5	1.5
COc1ccc(CC(=O)NCc2ccccc2)cc1S(=O)(=O)N1CCOCC1	1.0	-1.1	-4.0	3.5	-5.5	-1.7	-1.7	-0.2	26.6	-2.5	13.9
CC1(C)CC(=O)C2=C(C1)N(c1cccc(Cl)c1)C(=O)NC2(C(F)(F)F)C(F)(F)F	-1.3	11.5	-5.0	-0.5	-5.0	0.2	-3.5	-3.8	-1.9	1.8	9.8
CC(=O)c1cccc(S(=O)(=O)N2CCCC(c3nc4c(nnn4Cc4ccccc4Cl)c(=O)[nH]3)C2)c1 (stereo not given)	-6.1	26.9	6.7	x	-7.1	0.5	3.6	3.6	36.6	0.4	3.5
CC(=O)c1cccc(-c2ccnc3c2CC(C(=O)NC(C)C)O3)c1 (stereo not given)	-2.3	12.5	x	x	-6.5	-2.0	15.7	-0.6	12.3	7.5	-2.6
Cc1nn(C)cc1S(=O)(=O)NCc1ccc2c(c1)OCO2	20.1	16.2	9.9	5.2	-4.7	1.0	-39.4	2.4	-10.2	6.2	-4.9
COc1ccc(/C=C\c2nc(O)c([N+](=O)[O-])c(=O)[nH]2)cc1O	-7.5	5.0	x	0.0	-2.5	0.6	-16.2	2.8	0.4	4.0	-1.7
Cc1cccc(C(=O)OCC(=O)N(CC(C)C)c2c(N)n(Cc3ccccc3)c(=O)[nH]c2=O)c1O	-0.4	19.1	14.9	-3.2	-5.4	-0.1	-7.0	0.0	18.2	-1.5	1.7
O=C(CSc1ccccc1C(=O)O)NCc1ccccc1	4.9	9.1	-0.1	2.5	10.3	-0.2	-2.2	0.1	-2.6	3.8	79.4
C#CC1(NC(=O)NC(C)(C)C)CCCCC1	2.0	17.9	-10.8	3.8	-4.0	2.0	-20.4	4.7	11.2	6.4	12.3
C#CCOCCOCCOCCNc1nc(N2CCN(C(=O)[C@H]([C@@H](C)CC)n3cc([C@@H](N)Cc4ccc(O)cc4)nn3)CC2)nc(N2CCN(C(=O)[C@H](Cc3ccc(O)cc3)n3cc([C@@H](N)C(C)CC)nn3)CC2)n1 (stereo not given in full)	20.3	10.1	-10.7	-0.2	-6.2	-0.4	8.1	-5.4	0.0	3.1	-10.0
Cc1ccc(C(=O)Nc2ccc(N3CCOCC3)cc2)cc1	17.8	-244.0	-69.7	-0.9	-11.8	-2.2	-67.5	-3.7	-196.7	-3.7	-20.6
COc1ccc(C(CNc2nc(-c3cccnc3)nc3ccccc23)N(C)C)cc1 (stereo not given)	-14.2	10.4	-21.2	2.8	-17.5	0.2	-26.8	-5.8	25.1	11.9	11.0
Cc1ccc(-c2nnn(CC(=O)NCc3ccccc3)n2)c(-n2cnnn2)c1	16.7	11.6	-2.9	3.5	x	0.5	5.7	-1.8	16.0	6.4	-4.3
Cc1ccc(-c2c(C(=O)Nc3ccccc3C)c(C)[nH]c(=S)c2C#N)o1	-8.9	-5.0	12.2	8.6	-5.3	0.6	-33.3	-2.3	3.9	1.6	5.6
O=C(Nc1nc(-c2ccccn2)cs1)c1ncc(Cl)c(Cl)c1Cl	-16.4	2.0	13.1	-1.7	-3.6	3.2	-2.4	3.5	68.7*	8.7	9.6
COc1cc(CNCCSc2nnnn2C)cc(OC)c1OC	-3.8	11.0	3.3	0.3	-9.0	0.6	16.3	2.6	5.6	3.6	6.3
COc1cc(Cn2c(=O)c3c(OC)c(C)cnc3n(C)c2=O)cc(OC)c1	-4.7	11.9	7.2	5.4	-13.5	-0.3	-11.8	3.6	-16.4	7.8	-3.1
Cc1ccccc1Nc1nc(N)nc(CN2CCN(c3ccccn3)CC2)n1	-4.1	-13.1	-7.7	1.0	x	-3.7	6.8	2.3	-11.0	-3.3	x
CCOC(=O)c1c(/N=C/c2cc([N+](=O)[O-])ccc2O)sc(C)c1C	-1.5	14.0	-1.4	2.6	-5.6	1.1	-13.0	-0.1	10.2	3.8	-9.1
Cc1nc2c(ccc3nc(NC(=O)C4CC4)sc32)s1	2.2	-118.2	20.8	4.4	2.3	-0.4	-18.5	2.6	-34.4	-3.1	-39.3
O=C(CN(Cc1ccccc1F)S(=O)(=O)c1ccc(Cl)cc1)NCC1CCCO1 (stereo not given)	-3.2	3.3	14.2	0.0	-4.0	-0.6	1.8	7.7	7.5	-1.9	3.8
CCCc1cc(=O)n2[nH]c(NCc3c(Cl)cccc3Cl)nc2n1	-2.9	7.3	6.1	1.2	-5.3	4.9	-6.4	-3.5	-0.1	4.2	-6.9
CC1(CCc2ccccc2)NC(=O)NC1=O (stereo not given)	1.5	10.1	-3.3	x	-6.5	-1.7	27.5	-0.7	8.7	1.7	4.9
COc1ccc(NC(=O)CSc2cn[nH]n2)cc1OC	-8.4	-1.7	4.9	-1.1	-3.5	-0.7	-29.9	-0.1	12.9	3.5	-10.8
C/C(=N\NC(=O)c1cccs1)c1ccc2ccccc2c1	3.3	-142.1	-60.6	-1.4	-16.2	0.0	-126.9	-9.0	-86.3	-3.0	-48.2
COc1ccc2oc(=O)c(-c3nnc(N)s3)cc2c1	5.5	-156.7	-36.1	3.1	-11.6	0.3	-32.6	1.5	-125.5	30.9	-21.6
N=c1c(S(=O)(=O)c2ccc(F)cc2)cc2c(=O)n3ccccc3nc2n1CC1CCCO1 (stereo not given)	1.6	0.0	-4.9	1.1	19.0	-0.4	13.4	6.0	-12.0	0.2	19.4
Nc1ncnc2c1ncn2[C@@H]1O[C@H](CNS(=O)(=O)C2CC2)[C@@H](O)[C@H]1O	0.0	-1.2	-0.6	x	-5.8	-1.5	-6.0	4.7	-1.5	3.4	-21.3
O=C(CNC(=O)c1ccccc1)OCCCOC(=O)CNC(=O)c1ccccc1	0.7	6.0	4.5	0.5	-2.5	-0.2	-9.2	3.9	-1.6	0.6	-2.7
O=C(CSc1nc2ccccc2[nH]1)Nc1c(F)c(F)c(F)c(F)c1F	-3.5	20.2	18.9	6.0	4.2	-0.6	4.0	-4.1	2.8	-10.6	10.9
Cc1ccccc1C(OCCN(C)C)c1ccccc1 (stereo not given)	-8.1&5.3	-7.5&-13.4	-11.2&-1.0	-0.3	-4.5&-5.2	-1.3&0.8	12.9&7.3	8.7&-1.1	-13.2&-15.2	-5.9&4.1	2.4&9.0&15.6
